Source: PubChem
GlmU inhibition: inhibition of mycobacterial GlmU enzyme – biochemical, glucosamine-1-phosphate acetyltransferase (AID 1376); M. tuberculosis GlmU acetyltransferase enzyme assay; higher % means a stronger effect; inhibition, %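 (tested at 30 µM in the primary screen)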, or IC50 in µM where a hit was titrated; 0.25% of 220,000 active; in the data active = inhibition above about 13%;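 note: 0% = complete reaction with vehicle and 100% = reaction without substrate; strong numbers were not always called active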
RmlCD inh 1536: inhibitors of Mycobacterium tuberculosis RmlC and RmlD coupled enzymes; 0.03% of 160,000 active; RmlC+RmlD coupled enzyme assay, percent inhibition; primary screen in compound mixtures; AID 1533; P9WH09+P9WH11; inhibition, % at 3.6 µM; in the data active = inhibition mostly above about 34%, no sharp cut-off; note: some results filed as inactive read as strong as hits
Target sequence (P9WH09 whole entry, looked up): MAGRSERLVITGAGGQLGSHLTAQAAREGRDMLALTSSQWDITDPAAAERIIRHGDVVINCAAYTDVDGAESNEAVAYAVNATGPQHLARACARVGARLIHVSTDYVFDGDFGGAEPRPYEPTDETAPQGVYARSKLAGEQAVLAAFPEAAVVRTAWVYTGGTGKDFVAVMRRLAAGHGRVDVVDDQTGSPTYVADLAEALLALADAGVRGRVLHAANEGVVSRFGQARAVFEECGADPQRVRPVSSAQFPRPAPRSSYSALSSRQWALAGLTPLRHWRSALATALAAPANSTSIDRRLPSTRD
Target sequence (P9WH11 whole entry, looked up): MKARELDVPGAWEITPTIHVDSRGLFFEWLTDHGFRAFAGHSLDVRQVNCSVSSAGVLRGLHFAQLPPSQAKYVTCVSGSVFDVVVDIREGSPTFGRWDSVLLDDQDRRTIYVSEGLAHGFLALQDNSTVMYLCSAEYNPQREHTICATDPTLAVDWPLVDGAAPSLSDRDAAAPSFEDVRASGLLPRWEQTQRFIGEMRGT
* hit, by the source's call; x = not tested or not shown. Some of the compounds tested; the hit share may differ from the screen's.

SMILES | GlmU inhibition | RmlCD inh 1536
COC(=O)CSc1ncnc2c1cnn2-c1ccc(C)cc1C | -5.0% | 28
Brc1cccc(OCCSc2ncccn2)c1 | -3.9% | 4
COc1ccc(-c2csc(Nc3ccc(O)cc3)n2)cc1 | -2.2% | 1
Cc1cc(=O)oc(C)c1C(=O)NCCNC(=O)c1c(C)cc(=O)oc1C | -5.9% | 3
O=C(Nc1cccc(-c2nc3ncccc3o2)c1)c1sc2ccccc2c1Cl | 16% | x
Nc1ccc(-c2nc3ccc(N)cc3[nH]2)cc1 | -1.9% | x
CSc1nc(O)cc(=O)n1-c1ccc(F)cc1 | 1.5% | -4
CCSc1nnc(NC(=O)c2ccco2)s1 | -2.2% | 7
S=C(c1nc2ccccc2[nH]1)N1CCOCC1 | -2.4% | x
COc1cc(Cl)cc(/C=C/c2ccc3ccccc3n2)c1OC(C)=O | -5.9% | 3
COc1ccc(C(=O)Nc2nc3cc4c(cc3s2)OCCO4)c(OC)c1 | 4.7% | x
COc1ccc([N+](=O)[O-])cc1CSc1ccccn1 | -3.5% | -14
CCOC(=O)c1cc2c(=O)[nH]c(C(Cl)(Cl)Cl)nc2o1 | -3.0% | 3
O=C(COC(=O)c1cc(=O)c2ccccc2o1)Nc1ccc2ccccc2c1 | -3.1% | x
CC(C)C(NS(=O)(=O)c1ccc2c(c1)OCCO2)C(=O)NCCc1ccccn1 (configuration not stated) | 0.8% | -7
O=C(CN1CCN(c2ccccc2)CC1)Nc1ccccc1Cl | 0.7% | -15
O=C(CCN1C(=O)c2cccnc2C1=O)NC1CCCCCC1 | -3.0% | 5
COC(=O)C1(c2ccccc2)NC(c2ccc(O)cc2)C2C(=O)N(c3ccc4c(c3)OCO4)C(=O)C21 (configuration not stated) | -11% | x
CCOC(=O)C1=C(Cc2ccc(Cl)cc2)C(=O)c2ccccc2C1=O | -0.1% | 5
C=CCSC1=C(C#N)C(c2cc(Br)c(O)c(OC)c2)CC(=O)N1 (configuration not stated) | 4.4% | x
CCC(=O)Nc1ccc(C(=O)N/N=C/c2cccnc2)cc1 | 4.2% | x
Cc1ccccc1NS(=O)(=O)c1ccc(C)c(NS(C)(=O)=O)c1C | 1.3% | 31
CCCC(=O)OCCn1c(Br)nc2c1c(=O)[nH]c(=O)n2C | 3.8% | -6
O=C(NCc1cccnc1)Nc1ccccc1F | -3.1% | x
O=C(CSc1nc2ccccc2[nH]1)Nc1ccccc1N1CCOCC1 | 2.2% | x
CCOCc1nnc(NC(=O)CSc2ccc(C)cc2)s1 | -0.3% | x
Cc1cc(C)nc(NS(=O)(=O)c2ccc(NC(=O)Nc3ccccc3)cc2)n1 | 7.1% | 6
CCOCCCNC(=O)C(NC(=O)CNC(C)=O)c1ccc(Cl)cc1 (configuration not stated) | 3.4% | 8
Cc1ccsc1CN1CCC(C(=O)NCc2ccccc2Cl)CC1 | 1.4% | 57
CCN(CC)c1nc(N)c2c(N)nc(OC)cc2c1C#N | 2.7% | x
Cc1cccc2c3nc4ccccc4nc3n(CCCN3C(=O)c4ccccc4C3=O)c12 | -4.0% | 6
Cc1ccc2c(c1)cc(CN(Cc1cccnc1)C(=O)c1ccccc1)c1nnnn12 | 2.0% | 5
CCC(CC)C(=O)Nc1ccc(C(=O)Nc2cc(C)on2)cc1 | 0.5% | 8
O=C(CSc1nc2cc(Cl)ccc2s1)c1ccco1 | 9.3% | x
CC1CCCCN1S(=O)(=O)c1cccc2cccnc12 (configuration not stated) | 0.7% | 4
CC(=O)C1C(c2ccc(Br)cc2)c2c(noc2C)CC1(C)O (configuration not stated) | -2.7% | x
O=C(/C=C/c1ccccc1)NC1CCSC1=O (configuration not stated) | 0.7% | -15
O=C1C2CCN(CC2)C1Cc1ccccc1O (configuration not stated) | -4.0% | 0
COc1ccc2nc(C)cc(N3CCOCC3)c2c1 | -3.7% | -7
COc1ccccc1Nc1nc(N)nc(CSc2nncn2C)n1 | -4.6% | -16
O=C(c1ccccc1)c1cccc(NC(=O)c2ccco2)c1 | 0.2% | 3
CC1=CC(=C2C(=O)NC(=S)NC2=O)C=C(C(F)(F)F)N1C | 7.3% | -14
CC(C)[C@H](NC(=O)c1ccccc1)C(=O)OCc1nc2scc(-c3ccccc3)c2c(=O)[nH]1 | 0.7% | x
CC(C)(C)C(=O)Cn1c(=O)n(-c2ccc(F)cc2F)c(=O)c2sccc21 | 6.9% | 34
Cc1cc(C)cc(N2CCCn3c2nc2c3c(=O)n(CC(=O)OCc3ccccc3)c(=O)n2C)c1 | 1.8% | x

Some of the entries above in another layout.
Fields: GlmU inhibition	RmlCD inh 1536
CC1=CC(=C2C(=O)NC(=S)NC2=O)C=C(C(F)(F)F)N1C
  7.3%	-14
CC(C)[C@H](NC(=O)c1ccccc1)C(=O)OCc1nc2scc(-c3ccccc3)c2c(=O)[nH]1
  0.7%	x
CC(C)(C)C(=O)Cn1c(=O)n(-c2ccc(F)cc2F)c(=O)c2sccc21
  6.9%	34
Cc1cc(C)cc(N2CCCn3c2nc2c3c(=O)n(CC(=O)OCc3ccccc3)c(=O)n2C)c1
  1.8%	x

Carrying on:
SMILES | GlmU inhibition | RmlCD inh 1536
O=[N+]([O-])c1cc(S(=O)(=O)NC2=NCCCCC2)ccc1Cl | 8.7% | -1
CCOc1cc(C(=O)O/N=C(\N)c2ccc([N+](=O)[O-])cc2)cc(OCC)c1OCC | -0.6% | x
Cc1ccc(OCCSCc2nc3ccccc3[nH]2)cc1 | 2.2% | x
CCN1CCN(C(c2ccccc2)c2nnnn2Cc2ccc3c(c2)OCO3)CC1 (configuration not stated) | 1.0% | x
CSc1ccccc1NC(=O)Cn1ccsc1=N | 7.8% | 7
O=C(c1cn(-c2ccccc2)nc1-c1cccc(Br)c1)N1CCOCC1 | -0.5% | 3
COc1ccc(/C=C/C(=O)NC(=S)N2CCN(c3ccccn3)CC2)cc1 | 4.5% | 3
O=C(NCc1ccccc1F)C1CCCN(C(=O)NC2CCCCC2)C1 (configuration not stated) | -4.0% | 0
COC(=O)c1cccc(NC(=O)CSc2nnnn2C)c1 | -0.2% | x
Cc1cc(C(=O)N/N=C/C=C/c2ccccc2[N+](=O)[O-])c(C)o1 | -4.5% | -5
CC1(C)C2CCC1(C)C(OC(=O)C[n+]1ccccc1)C2 (configuration not stated) | -3.7% | 11
Cc1ccc(NCC(=O)Nc2cccc(S(=O)(=O)N(C)C)c2)c(Cl)c1 | -3.1% | 9
CCN=C1SC(CC(=O)NC(C)C)C(=O)N1CC (configuration not stated) | -0.7% | 10
Fc1ccc(-c2nnc(NC3=NCCCCC3)o2)cc1 | -0.3% | -18
Cc1ccc(C2=NN(C(=O)COc3ncnc4ccccc34)C(c3ccco3)C2)cc1 (configuration not stated) | 0.8% | -11

Some of these compounds in order of heavy-atom count, ascending.
SMILES | GlmU inhibition | RmlCD inh 1536
CSc1ccccc1NC(=O)Cn1ccsc1=N | 7.8% | 7
COc1ccc2nc(C)cc(N3CCOCC3)c2c1 | -3.7% | -7
CC1(C)C2CCC1(C)C(OC(=O)C[n+]1ccccc1)C2 (configuration not stated) | -3.7% | 11
COC(=O)c1cccc(NC(=O)CSc2nnnn2C)c1 | -0.2% | x
O=C(c1ccccc1)c1cccc(NC(=O)c2ccco2)c1 | 0.2% | 3
Cc1cc(C(=O)N/N=C/C=C/c2ccccc2[N+](=O)[O-])c(C)o1 | -4.5% | -5
COc1ccccc1Nc1nc(N)nc(CSc2nncn2C)n1 | -4.6% | -16
Cc1ccc(NCC(=O)Nc2cccc(S(=O)(=O)N(C)C)c2)c(Cl)c1 | -3.1% | 9
O=C(c1cn(-c2ccccc2)nc1-c1cccc(Br)c1)N1CCOCC1 | -0.5% | 3
COc1ccc(/C=C/C(=O)NC(=S)N2CCN(c3ccccn3)CC2)cc1 | 4.5% | 3
CCOc1cc(C(=O)O/N=C(\N)c2ccc([N+](=O)[O-])cc2)cc(OCC)c1OCC | -0.6% | x
Cc1ccc(C2=NN(C(=O)COc3ncnc4ccccc34)C(c3ccco3)C2)cc1 (configuration not stated) | 0.8% | -11
CC(C)[C@H](NC(=O)c1ccccc1)C(=O)OCc1nc2scc(-c3ccccc3)c2c(=O)[nH]1 | 0.7% | x
Cc1cc(C)cc(N2CCCn3c2nc2c3c(=O)n(CC(=O)OCc3ccccc3)c(=O)n2C)c1 | 1.8% | x

Other records
SMILES | GlmU inhibition | RmlCD inh 1536
CCOC(=O)c1c(NC(=O)c2nn(CC)cc2Br)c(C#N)cn1-c1ccccc1 | 5.4% | x
COc1ccc2nc(NC3=NC(c4ccccc4)CC(=O)N3)nc(C)c2c1 (configuration not stated) | 1.8% | 2
CN(NS(C)(=O)=O)c1ncc(C(F)(F)F)cc1Cl | x | -11
Cc1ccnn1CC(=O)N/N=C/c1cn[nH]c1-c1ccc(F)cc1 | -0.7% | x
CCOC(=O)c1sc2nc(CC(=O)OC)nc(N3CCN(c4ccccn4)CC3)c2c1C | 4.4% | 10
COc1ccc(CCNC(=O)CSc2nc(N)c3c(C)c(C)oc3n2)cc1OC | -1.4% | x
CCCCn1c(=O)c(CCC(=O)OCC(=O)NC(C)c2ccccc2)nc2ccccc21 (configuration not stated) | 2.3% | x
COc1ccc(/C=C/C2=NC(=C\N(C)C)/C(=O)O2)cc1 | -1.6% | x
O=C(Nc1cccc(C(F)(F)F)c1)c1ccc2nc(N3C(=O)CCC3=O)sc2c1 | -2.4% | x
O=C1COc2ccc(C(=O)COC(=O)C3CC(O)CN3S(=O)(=O)c3ccc(Cl)cc3)cc2N1 (configuration not stated) | -5.8% | -2
Cc1nc(NC(=O)Nc2ccc(Cl)cc2)sc1C | -0.3% | 5
CCOC(=O)Cn1nc(C)n(-c2ccc(Br)cc2)c1=O | -3.0% | x
Cc1ccc(C(=O)Nc2ccc(S(=O)(=O)N3CCc4ccccc4C3)cc2)o1 | -0.3% | x
COc1ccccc1N1CCN(C(=O)/C=C/c2ccccc2)CC1 | 1.7% | x
Cn1c(CN2CCOCC2)nnc1SCc1ccccc1 | 5.3% | x
CCOc1ccc2nc(NC(=O)c3ccoc3C)sc2c1 | -4.2% | x
O=C(OCC(=O)N1CCN(C(=O)c2ccco2)CC1)c1cn(-c2ccccc2)nc1-c1ccccc1 | 9.9% | -10
CN(C)C(CNc1ccc([N+](=O)[O-])cc1C#N)c1ccccc1 (configuration not stated) | -2.2% | x
N=c1c(C(=O)NCc2ccc3c(c2)OCO3)cc2c(=O)n3ccccc3nc2n1Cc1cccnc1 | -2.1% | 7
Cc1ccc(NC(=O)CCc2nc3ccccc3s2)c(O)c1 | -1.9% | 2
COc1ccc(C(=O)NCCSc2ccccc2)cc1 | 1.4% | x
O=C(c1n[nH]c(=O)c2ccccc12)N1CCN(C2c3ccccc3-c3ccccc32)CC1 | 10% | x
COc1ccc(C2C(=O)N(C3CCCCC3)CC(=O)N2C2CCCC2)cc1 (configuration not stated) | 1.2% | 42
CCCCC(=O)N/N=C(\C)c1cccc(NC(=O)C2CC2)c1 | 2.9% | 10
Cc1ccc2nsnc2c1NC(=O)c1ccc2c(c1)OCCO2 | 2.3% | 10
Cn1nnnc1SCC(=O)Nc1ccccn1 | 1.8% | x
O=C(O)C1CC=CCC1C(=O)Nc1cccc([N+](=O)[O-])c1 (configuration not stated) | -3.5% | 8
CCC(C)c1ccc(NC(=S)NCc2cccs2)cc1 (configuration not stated) | 0.8% | -2
COc1ccc(OC)c(CN2CCC(C(=O)N3CCOCC3)CC2)c1 | 2.0% | 14
COc1cccc(/C=C2\SC(=S)N(N3CCOCC3)C2=O)c1OC | 6.8% | x
CCOC(=O)c1cc2c(nc1NC(=S)NCc1ccccc1)CCCC2 | 6.0% | 64
Cc1cs/c(=N/C(=S)Nc2ccccc2)n1C | 3.4% | x
Cc1ccc(S(=O)(=O)N2CCN(S(=O)(=O)N3CCOCC3)CC2)cc1 | 6.0% | -12
Cc1sc2ncn3ncnc3c2c1C | 0.2% | -3
CCN1C(=O)/C(=C2/C=CC=CN2C)OC1=S | -2.2% | x
C/C(CC(C)C)=N\Nc1ccc(S(N)(=O)=O)cc1[N+](=O)[O-] | -1.4% | 3
CC(=O)CSc1nnc(-c2ccncc2)n1C | -2.4% | x
CCN(c1ccccc1)S(=O)(=O)c1cc(C(=O)Oc2ccc3c(C)cc(=O)oc3c2)ccc1C | 1.8% | 3
Cc1ccc(S(=O)(=O)Nc2cccc(/C=C/C(=O)O)c2)cc1 | -3.6% | x
Brc1ccc(-c2csc(N/N=C/c3ccc4c(c3)OCO4)n2)cc1 | 0.3% | x
COc1ccccc1OCCCCCCN1CCOCC1 | 1.5% | x
O=C(O)CCC(=O)N(Cc1ccco1)c1nc(-c2ccccc2)cs1 | -0.5% | 11
CCCCCCCCOc1ccc(C2OC34CCCCC3C(C#N)(C#N)C2(C#N)C(=N)O4)cc1 (configuration not stated) | -7.3% | 3
CC(C)(C)NC(=O)CCCCCCCC(=O)NC(C)(C)C | 0.1% | x
CC(C)(C)C(=O)Nc1ccc(C(=O)N/N=C/c2ccccc2OC(=O)c2ccccc2)cc1 | 0.2% | 8
Cc1ccnc(NC(=O)C2CCN(S(=O)(=O)c3cccc4nsnc34)CC2)c1 | x | 14
COc1cc(C(=S)N2CCCC2)cc(OC)c1OC | 1.0% | -11
C(=C\c1ccccc1)/CSc1nc2ncccc2[nH]1 | -1.9% | x
FC(F)(F)C1=CC(c2ccc(Br)cc2)=NCCN1 | -1.5% | 9
COc1ccc(NC(=O)C2CC(=O)NC(Nc3cccc(C)c3)=N2)cc1 (configuration not stated) | -2.3% | -5
CC(C(=O)Nc1cccc([N+](=O)[O-])c1)[n+]1ccccc1 (configuration not stated) | 2.0% | x
COc1ccc(C(=O)N2CCN(c3ccc([N+](=O)[O-])c(-n4nc(C)cc4C)c3)CC2)cc1 | 3.7% | x
CC(=O)c1cc(C#N)c(SCc2ccncc2)nc1C | -1.0% | 16
COc1ccccc1OCC(=O)Nc1ccc(S(=O)(=O)N2CCN(C)CC2)cc1 | 0.8% | 8
Cc1ccc2nc(C)c(C(=O)N/N=C/c3cccs3)n2c1 | -4.2% | 6
N=C(N)SCc1ncccc1O | 1.7% | 18
